Source: PubChem (several laboratories)
TNAP inh hi DEA: inhibitors of human TNAP at high phosphate acceptor concentration | 200,000 compounds, 0.03% hits | AID 1135 | P05186 | purified TNAP, CDP-star luminescence, 1 M DEA | inhibition, % at 20 µM;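 active = over 50% inhibition of tissue-nonspecific alkaline phosphatase at 20 µM in the single-dose screen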;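 also: plate controls were DMSO wells for no effect and EDTA-quenched wells as full inhibition for full effect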
Target sequence (P05186 whole entry, looked up): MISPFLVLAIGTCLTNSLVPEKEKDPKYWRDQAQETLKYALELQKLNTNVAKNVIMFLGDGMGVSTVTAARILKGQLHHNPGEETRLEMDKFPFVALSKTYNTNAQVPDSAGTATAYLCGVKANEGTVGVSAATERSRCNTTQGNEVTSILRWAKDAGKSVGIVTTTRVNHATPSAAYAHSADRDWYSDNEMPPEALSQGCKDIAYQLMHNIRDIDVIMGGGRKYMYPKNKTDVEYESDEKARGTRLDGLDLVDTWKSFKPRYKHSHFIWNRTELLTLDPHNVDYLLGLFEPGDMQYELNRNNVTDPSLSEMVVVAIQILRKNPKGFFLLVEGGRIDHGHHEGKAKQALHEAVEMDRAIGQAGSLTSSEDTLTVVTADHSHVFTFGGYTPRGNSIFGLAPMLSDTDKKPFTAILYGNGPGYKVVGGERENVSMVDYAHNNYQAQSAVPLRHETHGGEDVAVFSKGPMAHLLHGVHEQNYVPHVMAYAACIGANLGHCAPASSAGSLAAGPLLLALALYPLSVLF
Diaph inh CS: inhibits diaphorase or chemically oxidizes, flagging diaphorase assay artifacts; diaphorase resazurin-to-resorufin fluorescence, NADH, 16 min; bacterial (C. kluyveri) enzyme, not human; inhibition, % at 20 µM; 190,000 compounds, 0.69% hits;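 active = primary screen inhibition at 20 µM above a set limit, cut at about 50% in these data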;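 also: plate controls were DMSO with full reaction for no effect and wells lacking NADH for full effect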
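System: Diaphorase enzyme from Clostridium kluyveri | Amount: Enzyme working solution with 0.14 U/mL diaphorase | Benchmarks: No-NADH positive control and DMSO neutral control | Signal: Fluorescence of resorufin formed from resazurin, Ex 544/Em 590 nm | Schedule: 16-min room-temperature incubation before reading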
FLuc act counter: firefly luciferase counter-screen for stimulation assays; P08659; 200,000 tested, under 10 active; activation factor at 10 µM; ATPlite luciferase biochemical, luminescence, 10 min; 0 = ATP-free wells, 1 = DMSO control;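 active = luciferase activation factor, scaled between plate controls, of at least 2 with compound at 10 µM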
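assay system = Luciferase/luciferin detection reagent, cell-free biochemical luciferase assay | also added = ATP substrate | times = 10 min post-reagent at room temperature | measured by = luminescence from luciferase reaction | measure = luciferase activation, seen as luminescence increase over controls | benchmarks = low control with PBS replacing ATP, high control enzyme plus ATP without compound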
G6PDH CS: L. mesenteroides G6PDH inhibition counter-screen; Purified L. mesenteroides G6PDH, diaphorase/resazurin coupled fluorescence, 45 min; inhibition, % at 5 µM; 200,000 compounds, 0.12% hits; in the data active = inhibition above about 50%
Diaphorase act: diaphorase activation or chemical reduction counter-screen; Diaphorase/resazurin coupled assay, resorufin fluorescence, 16 min; active compounds read high; 1 = vehicle wells, 0 = NADH-free wells; activation factor at 20 µM; 190,000 compounds, 0.005% hits; AID 1229;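 active = diaphorase activity raised at least twofold by the compound at 20 µM; inactive = activation factor below 2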
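System – purified diaphorase enzyme from Clostridium kluyveri · Input – enzyme 0.07 U/mL final · Also added – final NADH 0.114 mM, resazurin 0.1 mM · Measured by – fluorescence of resorufin, 544 nm excitation, 590 nm emission · Timing – 16 min enzyme reaction, ambient temperature · Measure – resorufin increase flagging diaphorase activators or reducers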
PMI act satM6P: increases human PMI activity with near-saturating mannose 6-phosphate; activation factor at 20 µM; 190,000 compounds, 0.34% hits; coupled PMI enzyme assay, resazurin fluorescence, 20 min; active compounds read high; 1 = untreated enzyme, 0 = substrate-free blank; P34949;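 active = activation factor of 2 or more at 20 µM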
Target sequence (P34949 whole entry, looked up): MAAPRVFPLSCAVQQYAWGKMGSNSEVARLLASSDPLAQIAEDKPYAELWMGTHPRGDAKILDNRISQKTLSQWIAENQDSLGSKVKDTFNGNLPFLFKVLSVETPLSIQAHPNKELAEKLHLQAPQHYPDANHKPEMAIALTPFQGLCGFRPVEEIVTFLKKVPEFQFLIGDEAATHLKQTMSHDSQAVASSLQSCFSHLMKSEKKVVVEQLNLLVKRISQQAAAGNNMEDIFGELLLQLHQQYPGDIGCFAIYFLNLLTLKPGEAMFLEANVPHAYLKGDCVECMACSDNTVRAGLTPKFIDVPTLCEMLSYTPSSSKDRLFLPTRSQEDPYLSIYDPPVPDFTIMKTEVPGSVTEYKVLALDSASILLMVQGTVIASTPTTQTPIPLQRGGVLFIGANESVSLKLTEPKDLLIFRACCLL
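Technique: Diaphorase-driven resazurin-to-resorufin fluorescence, excitation 544, emission 590 nm | Assay system: Human PMI in coupled enzyme assay | Times: Enzyme reaction with compound 20 min at room temperature | Medium: HEPES-buffered pH 7.4 with magnesium and detergent | Reagent: Mannose-6-phosphate 1.0 mM (near-saturating) plus 0.22 mM NADP+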
TNAP inh noacc: blocks human TNAP activity with no phosphate acceptor present | P05186 | purified TNAP, CDP-star luminescence, 30 min | inhibition, % at 20 µM | 200,000 compounds, 0.26% hits | AID 1012;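 active = tissue-nonspecific alkaline phosphatase inhibition above about 50% at 20 µM in the single-dose screen, limit read from the data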;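 also: 0% = DMSO negative control and 100% = EDTA positive control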
HMGR II inh: blocks class II HMG-CoA reductase of Enterococcus faecalis | purified E. faecalis HMGR, NADPH absorbance 340 nm kinetic | inhibition, % at 10 µM | 190,000 compounds, 0.41% hits | AID 1066;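 active = inhibition above a set limit, the median over all tested compounds plus 3 SD, cut at about 9.5% in these data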;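 also: enzyme runs in reverse so mevalonate oxidation gives rising NADPH absorbance; 0% = complete reaction with DMSO and 100% = background rate lacking mevalonate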
PMI activator: phosphomannose isomerase (human) activation | P34949 | purified human PMI, coupled resazurin fluorescence, 20 min; active compounds read high; 1 = vehicle control, 0 substrate-free wells | activation factor at 20 µM | 190,000 compounds, 0.005% hits | AID 1214;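 active = activation factor of 2 or more at 20 µM, relative to plate controls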
TNAP act hi DEA: increases human TNAP activity under high phosphate acceptor concentration; AID 1136; activation factor at 20 µM; 200,000 tested, under 10 active; P05186; purified TNAP, CDP-star luminescence, 1 M DEA, 30 min; active compounds read high; 0 = EDTA background, 1 = DMSO-only activity;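 active = activation factor at least 2 at 20 µM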
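Test system – human TNAP · Doses – 20 µM single point · Incubation – 30 min, room temperature · Signal – luminescent substrate turnover signal · Read-out basis – activation factor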
* hit, by the source's call; · = no result given.

SMILES | TNAP inh hi DEA | Diaph inh CS | FLuc act counter | G6PDH CS | Diaphorase act | PMI act satM6P | TNAP inh noacc | HMGR II inh | PMI activator | TNAP act hi DEA
CC(C)(C)n1nc2c(c1NC(=O)c1cc3ccccc3o1)CS(=O)(=O)C2 | -5 | -6 | 1 | 9 | 1.1 | 1.1 | 51* | -1 | 1.2 | 1.1
COCC1CCCN(Cc2cn(-c3ccccc3F)nc2-c2cc(C)sc2C)C1 (stereo unspecified) | -5 | -6 | 1.1 | 10 | 1.1 | 1 | -5 | 0 | 1 | 1.1
COc1ccccc1CN1CCN(Cc2nc(-c3cccs3)no2)CC1 | -3 | 16 | 1 | 12 | 0.8 | 0.9 | -9 | 0 | 0.9 | 1
CCC1CCCCN1C(=O)c1sc2ncnc(N(CC)CC)c2c1C (stereo unspecified) | -5 | 14 | 1.1 | 10 | 0.9 | 1 | -12 | 1 | 1 | 1
O=C(Cc1ccccc1[N+](=O)[O-])Nc1ccc2c(c1)OCCO2 | -2 | -6 | 0.9 | 18 | 1.1 | 1 | -7 | -4 | 1 | 1
CC/C(=N\NC(=O)CSCc1ccccc1Cl)c1ccc2c(c1)OCCO2 | 1 | 11 | 1.1 | 8 | 0.9 | 1 | -13 | 1 | 0.9 | 1
O=C(O)C1CSC2(c3ccc(F)cc3)CCC(=O)N12 (stereo unspecified) | 1 | -4 | 1 | 2 | 1 | 1 | -2 | -8 | 1.1 | 1
S=C(NCCc1ccccc1)N1CCN(C23CC4CC(CC(C4)C2)C3)CC1 | 0 | 9 | 1 | -3 | 0.9 | 0.9 | -5 | -3 | 1 | 1
CCc1nc(N2CCN(Cc3ccc4c(c3)OCO4)CC2)c2oc3ccccc3c2n1 | 0 | 17 | 1.1 | 6 | 0.8 | 1 | -7 | 0 | 1 | 1
COC(=O)c1cccc(NC(=O)CCCOc2ccccc2)c1 | -2 | 21 | 1.1 | 4 | 0.8 | 0.8 | -5 | -2 | 0.8 | 1
CCOCCn1c(=NC(=O)/C=C/c2ccccc2Cl)sc2cc(NC(C)=O)ccc21 | -1 | 10 | 1 | 0 | 0.9 | 1 | -3 | -2 | 0.8 | 1
Cc1c(Cl)cccc1NC(=O)CCN1CCCCC1 | -3 | 7 | 1.1 | -12 | 0.9 | 1 | -12 | -1 | 1 | 1
COCCNC(=O)CN(c1cccc(OC)c1)S(=O)(=O)c1ccc(C)cc1 | -1 | 3 | 1 | -1 | 1 | 1 | -8 | -2 | 1 | 1
O=[N+]([O-])c1ccc(N2CCN(CCO)CC2)c2ncccc12 | 13 | 30 | 1 | 1 | 0.7 | 0.3 | -5 | -1 | 0.6 | 0.9
CC1CCc2c(nc3ncnn3c2N2CC(C)OC(C)C2)C1 (stereo unspecified) | -4 | -12 | 1 | 4 | 1.1 | 1.1 | -9 | -1 | 1.1 | 1
COCCNS(=O)(=O)c1cc(OC)c(C)cc1C | -8 | -17 | 1.1 | 12 | 1.2 | 1.1 | -2 | 4 | 1.1 | 1.1
O=C(O)CN1C(=O)C2C3C=CC(C3)C2C1=O (stereo unspecified) | -1 | 11 | 1 | 12 | 0.9 | 0.9 | -8 | -6 | 0.9 | 1
CCOC(=O)C(OC(=O)c1sc(=S)n(C)c1C)C(C)=O (stereo unspecified) | 5 | 6 | 1 | -13 | 0.9 | 0.9 | 14 | -1 | 1 | 0.9
Cc1ccc(/C(O)=C2/C(=O)C(=O)N(Cc3ccco3)C2c2cccs2)cc1 (stereo unspecified) | -5 | 12 | 0.8 | 5 | 0.9 | 0.9 | -7 | 1 | 1 | 1.1
CC(=O)Oc1ccc(-c2csc(Nc3ccc(S(N)(=O)=O)cc3)n2)cc1 | 3 | · | 1 | 14 | · | · | -3 | -6 | · | 1
O=C(O)C1CC(=O)N(c2ccc3c(c2)OCCO3)C1 (stereo unspecified) | 8 | -8 | 1 | 4 | 1.1 | 1 | -12 | -4 | 1 | 0.9
COc1ccc(CCn2cc(C#N)c(=O)[nH]c2=O)cc1OC | -3 | 12 | 1 | 14 | 0.9 | 1 | 1 | 4 | 1 | 1
COC(=O)c1ccc(C(=O)NC(=S)Nc2nc3c(s2)CCCC3)cc1 | 7 | 1 | 1 | -1 | 1 | 1.1 | 2 | 2 | 1.1 | 0.9
NC(=O)c1cc2n(n1)C(C(F)(F)F)CC(c1ccco1)N2 (stereo unspecified) | -4 | 17 | 1 | 14 | 0.8 | 0.9 | -6 | -1 | 0.9 | 1

Random excerpt: 6 records from the list, in no set order.
SMILES | TNAP inh hi DEA | Diaph inh CS | FLuc act counter | G6PDH CS | Diaphorase act | PMI act satM6P | TNAP inh noacc | HMGR II inh | PMI activator | TNAP act hi DEA
COC(=O)c1ccc(C(=O)NC(=S)Nc2nc3c(s2)CCCC3)cc1 | 7 | 1 | 1 | -1 | 1 | 1.1 | 2 | 2 | 1.1 | 0.9
NC(=O)c1cc2n(n1)C(C(F)(F)F)CC(c1ccco1)N2 (stereo unspecified) | -4 | 17 | 1 | 14 | 0.8 | 0.9 | -6 | -1 | 0.9 | 1
O=[N+]([O-])c1ccc(N2CCN(CCO)CC2)c2ncccc12 | 13 | 30 | 1 | 1 | 0.7 | 0.3 | -5 | -1 | 0.6 | 0.9
O=C(O)CN1C(=O)C2C3C=CC(C3)C2C1=O (stereo unspecified) | -1 | 11 | 1 | 12 | 0.9 | 0.9 | -8 | -6 | 0.9 | 1
COCCNS(=O)(=O)c1cc(OC)c(C)cc1C | -8 | -17 | 1.1 | 12 | 1.2 | 1.1 | -2 | 4 | 1.1 | 1.1
CC1CCc2c(nc3ncnn3c2N2CC(C)OC(C)C2)C1 (stereo unspecified) | -4 | -12 | 1 | 4 | 1.1 | 1.1 | -9 | -1 | 1.1 | 1

(more compounds)
SMILES | TNAP inh hi DEA | Diaph inh CS | FLuc act counter | G6PDH CS | Diaphorase act | PMI act satM6P | TNAP inh noacc | HMGR II inh | PMI activator | TNAP act hi DEA
COc1ccc(Nc2nc(N)nc(CSc3nnc(N)s3)n2)cc1 | 3 | -1 | 0.9 | 8 | 1 | 1.1 | -13 | -6 | 1.1 | 1
O=C(O)c1ccc(C(=O)O)c(C(=O)c2ccccc2)c1 | 0 | 6 | 1 | 11 | 0.9 | 1.2 | -2 | -4 | 1.1 | 1
CCCCN1C(=O)C2C(C(=O)Nc3cccc(OC)c3)C3C=CC2(O3)C1C(=O)NC1CCCCC1C (stereo unspecified) | 1 | 7 | 1.1 | 7 | 0.9 | 1.1 | -10 | -2 | 1.1 | 1
Cc1cccc(OCCC(=O)NCC(=O)Nc2c(C)cccc2C)c1 | 0 | 6 | 1.1 | 5 | 0.9 | 0.9 | 2 | 1 | 0.8 | 1
O=C(O)CCc1nnc(SCC(=O)Nc2cccc(C(F)(F)F)c2)[nH]c1=O | -2 | 2 | 1 | 2 | 1 | 1.2 | -11 | -4 | 1.1 | 1
CCS(CC)=NS(=O)(=O)c1ccc(NC(C)=O)cc1 | -5 | -10 | 1 | 3 | 1.1 | 1.1 | -8 | -5 | 1 | 1.1
O=C(COc1ccccc1)NC1CCSC1=O (stereo unspecified) | 5 | -24 | 1 | 8 | 1.2 | 1.1 | -16 | 0 | 1 | 0.9
COc1ccccc1C(=O)N1CCN(C2CCN(Cc3ccccc3)CC2)CC1 | -6 | 5 | 1.1 | 4 | 1 | 1 | -10 | -1 | 1 | 1.1
CC1(CC(=O)N/N=C/c2cc(Br)c(O)cc2O)OCCO1 | 1 | 23 | 1 | -2 | 0.8 | 1.1 | -27 | -1 | 1 | 1
COc1ccc([N+](=O)[O-])cc1NC(=O)COC(=O)c1ccccn1 | -3 | -4 | 1 | 3 | 1 | 1 | -14 | -2 | 1.1 | 1
COc1ccc(OC)c(NC(=O)Nc2ccc(Cl)cc2)c1 | -4 | 8 | 1 | 10 | 0.9 | 0.9 | -17 | -5 | 0.9 | 1
c1ccc(CN2CCC(Nc3ncnc4sccc34)CC2)cc1 | -5 | -4 | 1.1 | 8 | 1 | 1 | -11 | -1 | 1.1 | 1
Cn1cccc1C(=O)NC(=O)COC(=O)C12CC3CC(CC(O)(C3)C1)C2 | 6 | 15 | 0.4 | 2 | 0.9 | 1 | -4 | -2 | 1 | 0.9
O=C(Cn1c2c(sc1=O)C1c3ccccc3OCC1CS2)Nc1ccc(Cl)c(Cl)c1 (stereo unspecified) | -3 | -5 | 1 | 13 | 1.1 | 1.2 | -12 | -1 | 1.1 | 1
CN(CC(=O)O)S(=O)(=O)c1ccc2c(c1)n(C)c(=O)c(=O)n2C | -2 | -8 | 1 | 6 | 1.1 | 1.1 | -10 | 2 | 1.2 | 1
O=C(CSc1nnc(-c2ccco2)n1Cc1ccco1)NCc1ccccc1 | -7 | 24 | 1 | 7 | 0.8 | 0.9 | -9 | 1 | 0.9 | 1.1
O=C(OC(C(=O)NCc1cccs1)c1ccccn1)c1cccs1 (stereo unspecified) | 2 | 10 | 1 | 9 | 0.9 | 1 | -5 | -4 | 0.9 | 1
COc1ccc(N2C(=O)/C(=C\c3ccco3)N=C2SCC(N)=O)cc1Cl | 4 | 28 | 1.1 | 6 | 0.7 | 0.8 | 46 | -5 | 0.8 | 1
CCc1ccc(N(CC(=O)Nc2ccc(NC(C)=O)cc2)S(=O)(=O)c2ccccc2)cc1 | -8 | 10 | 1 | 16 | 0.9 | 0.8 | -11 | -9 | 0.8 | 1.1
FC(F)(F)c1cc(-c2ccco2)nc(N2CCOCC2)n1 | -2 | 9 | 1.1 | 3 | 0.9 | 1 | -6 | 0 | 1 | 1
Cc1ccc(C)c(NC(=S)NCCSc2ccc(Cl)cc2)c1 | -13 | 26 | 1.1 | 4 | 0.7 | 0.9 | -77 | -12 | 0.9 | 1.1
COc1ccc(NC(=O)CSc2nc3ccsc3c(=O)n2CCCCCC(=O)O)cc1 | -3 | 10 | 1 | -7 | 0.9 | 1 | -11 | 2 | 1.1 | 1
COC(=O)c1ccc(C)c(NC(=O)CCNC(=O)c2ccc([N+](=O)[O-])cc2)c1 | -2 | 16 | 1 | -4 | 0.8 | 0.9 | -6 | -2 | 0.8 | 1
CC(C)C(=O)N=c1sc2cc(F)cc(F)c2n1C | -4 | 22 | 1 | 3 | 0.8 | 0.8 | -10 | 2 | 0.9 | 1
Cc1cc2ncn(S(=O)(=O)N3CCOCC3)c2cc1C | -7 | -7 | 1.1 | 26 | 1.1 | 1.1 | 10 | -4 | 1.1 | 1.1
